Screening results (PubChem BioAssay)
TcdB GH inh – TcdB glycohydrolase inhibitors, primary screen, biochemical, single point, plate reader; 350,000 compounds, 0.24% hits; inhibition, % at 9.99 µM; TcdB glycohydrolase enzymatic assay; Toxin B (Clostridioides difficile), P18177; in the data active means inhibition above about 10%
CCHF vOTU inh – CCHFV vOTU protease inhibitors, primary screen, biochemical, Pep-AMC substrate, fluorescence; inhibition, % at 11.5 µM; 370,000 compounds, 0.55% hits; in the data active means inhibition above about 30%; further: 0% = vehicle wells with enzyme and 100% = no enzyme wells
BH1578 lux ind – inducers of Vibrio cholerae quorum light production without autoinducers, primary screen, BH1578 luxS cqsA deficient, single point. 350,000 compounds, 0.16% hits. activation, % at 18.7 µM. AID 588436, 2011. V. cholerae BH1578 lux reporter, luminescence, 6 h; in the data active means activation mostly above about 9.7%, no sharp cut-off; further: not every result past the cut was called active; inactives centre near 0; reference of the scale not given here
MazEF act – activators of E. coli MazEF toxin-antitoxin RNase, primary screen, biochemical, fluorescence, uHTS | 350,000 compounds, 0.32% hits | activation, % at 20 µM | FAM/BHQ RNA-DNA oligo cleavage fluorescence, 5 h | AID 504720, 2011; in the data active means activation above about 50%
Target sequence (P0AE70 whole entry, looked up): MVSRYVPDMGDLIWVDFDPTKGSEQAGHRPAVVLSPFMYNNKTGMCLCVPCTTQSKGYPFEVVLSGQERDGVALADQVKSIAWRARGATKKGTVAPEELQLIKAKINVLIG
Rv3671c inh – Rv3671c serine protease inhibitors, primary screen, biochemical, fluorescence polarization, M. tuberculosis H37Rv. P9WHR9. inhibition, % at 5.96 µM. 320,000 compounds, 0.048% hits; in the data active means inhibition above about 38%;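 further: extracellular domain of Rv3671c used as enzyme; 0% = enzyme with DMSO and 100% = no enzyme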
Target sequence (P9WHR9 whole entry, looked up, the tested form may be a part): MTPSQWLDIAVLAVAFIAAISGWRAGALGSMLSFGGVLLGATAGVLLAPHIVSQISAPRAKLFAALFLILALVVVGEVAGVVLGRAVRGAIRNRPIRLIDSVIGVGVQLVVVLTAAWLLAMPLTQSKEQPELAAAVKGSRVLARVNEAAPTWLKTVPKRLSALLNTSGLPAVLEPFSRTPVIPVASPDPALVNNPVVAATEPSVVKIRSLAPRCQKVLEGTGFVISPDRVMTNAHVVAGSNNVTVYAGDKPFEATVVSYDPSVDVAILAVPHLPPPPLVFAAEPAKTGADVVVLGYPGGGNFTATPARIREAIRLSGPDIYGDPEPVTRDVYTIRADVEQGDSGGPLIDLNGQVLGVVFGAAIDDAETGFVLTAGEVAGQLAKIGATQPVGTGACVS
VHR inh abs – VHR1 phosphatase inhibitors, primary screen, biochemical, absorbance, uHTS; inhibition, % at 13.3 µM; recombinant VHR phosphatase, pNPP absorbance; 290,000 compounds, 0.52% hits; in the data active means inhibition above about 50%; further: some compounds called inactive have numbers as strong as hits
Target sequence (P51452 whole entry, looked up): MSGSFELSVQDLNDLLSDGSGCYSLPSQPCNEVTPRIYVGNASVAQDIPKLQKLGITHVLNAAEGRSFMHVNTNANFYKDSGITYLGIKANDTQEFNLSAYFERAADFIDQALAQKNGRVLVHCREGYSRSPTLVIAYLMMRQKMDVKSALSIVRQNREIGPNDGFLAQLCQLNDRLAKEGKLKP
PriA SSB inh – inhibitors of Klebsiella pneumoniae PriA binding to SSB C-terminal tail, primary screen, biochemical, AlphaScreen; AlphaScreen SSBct-PriA binding, biotinylated peptide; inhibition, % at 33 µM; 430,000 compounds, 0.6% hits; AID 1272365, 2023; in the data active means inhibition mostly above about 37%, no sharp cut-off; inactive means mostly below about 20%;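 further: plate controls were negative control peptide for no effect and reference peptide for full effect; strong numbers were not always called active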
SARS 3CLpro inh – SARS-CoV 3CLpro protease inhibitors, primary screen, biochemical, quenched FRET; Replicase polyprotein 1ab (Severe acute respiratory syndrome coronavirus), P0C6X7; recombinant SARS-CoV 3CLpro, quenched FRET peptide cleavage; inhibition, % at 6 µM; 290,000 compounds, 0.14% hits; in the data active means inhibition above about 12%
Y pestis TopoI – Yersinia pestis topoisomerase I inhibitors, primary screen, biochemical, cleavage product accumulation, plate reader, single point; Y. pestis Topo-I cleavage product accumulation; 360,000 compounds, 0.064% hits; activity, % at 10 µM; DNA topoisomerase I (Yersinia pestis CO92); in the data active means activity above about 50%, passing the limit was not always enough; further: inactives centre near 2
PrPC surface inh – inhibitors of human cell surface prion protein PrPC, primary screen, cell-based, TR-FRET; Major prion protein (Homo sapiens), P04156; TR-FRET read-out; inhibition, % at 13.8 µM; 370,000 compounds, 0.43% hits; AID 720596, 2013; in the data active means inhibition above about 24%; further: 0% = median of the test wells and 100% = reference compound wells
Starred values were filed as active, the others as inactive; i = inactive; x = not tested or not shown; & = joins results of further samples. The list is partial. The share of hits here may be higher or lower than overall.

The line under a structure holds: TcdB GH inh	CCHF vOTU inh	BH1578 lux ind	MazEF act	Rv3671c inh	VHR inh abs	PriA SSB inh	SARS 3CLpro inh	Y pestis TopoI	PrPC surface inh
#1 C#CCNc1c2c(nc3ncnn13)CC(C)CC2 (stereo not given)
  0.9	-11	-0.1	-1	7	-1	-2	-4	1	2
#2 CCN(C(=O)CN1C(=O)NC2(CCC(C)CC2)C1=O)C1CCCCC1 (stereo not given)
  14*	12	i	6	x	x	x	x	-2	-6
#3 O=C(c1ccc(F)cc1)N1CCC2(CC1)NCCc1[nH]cnc12
  -0.1	12	-4.3	-17	0	56*	0	-2	-7	-1
#4 O=C(N[C@@H](Cc1c[nH]c2ccccc12)C(=O)O)C1CCN(S(=O)(=O)c2ccc(Cl)cc2)CC1
  0.5	-2	-0.5	-3	-14	17	6	0	9	-1
#5 COc1ccc(NC(=O)C(CC(C)C)NC(=O)C2CCC(C)CC2)c(OC)c1 (stereo not given)
  4.9	18	0.6	-2	-1	-4	-4	3	-10	3
#6 CCN(CC)S(=O)(=O)c1ccc(N2CCOCC2)c(NC(=O)c2cccc3ccccc23)c1
  1.4	-2	-0.6	5	11	7	-2	1	6	-3
#7 O=C(Nc1ccc(N2CCOCC2)cc1N1CCOCC1)c1cccc([N+](=O)[O-])c1
  1.3	-6	-0.4	3	2	-11	-14	0	-7	-9
#8 O=C(NC(=S)NC1C2CC3CC(C2)CC1C3)c1ccccc1 (stereo not given)
  1.3	5	-0.4	7	-9	-40	10	0	-6	7
#9 CCOc1ccc2[nH]c3c(NCCN(C)C)ncnc3c2c1
  -0.2	-18	0.8	x	-11	16	x	-8	-12	4
#10 O=C(NCC1OCCc2ccccc21)c1ccc(NC(=O)c2ccccc2Cl)cc1 (stereo not given)
  x	-11	-0.6	-1	-32	-38	-6	4	10	-13
#11 O=C(NCc1ccccn1)c1c(-c2ccccc2)sc2ccccc12
  1.7	3	0.8	5	-9	x	0	x	32	-22
#12 CCOC(=O)c1cc(C)sc1/N=C/C1C(=O)CC(C)(C)CC1=O
  0.2	-16	-0.7	-6	2	-4	x	-2	2	12
#13 O=C(c1ccccc1F)N(Cc1cccs1)C1CCS(=O)(=O)C1 (stereo not given)
  -0.6	1	-0.2	3	-1	20	-3	4	5	-3
#14 Cc1ccc(N(CC(=O)NC(C)(C)C)C(=O)CNC(=O)c2cccs2)cc1C
  -0.2	2	i	-3	7	29	-9	3	19	-4
#15 COc1cc(NC(=O)COc2cccc(OC)c2)cc(OC)c1
  x	12	-0.5	-3	-3	3	-9	1	-9	1

Part of the list above, set out differently:
9. CCOc1ccc2[nH]c3c(NCCN(C)C)ncnc3c2c1
  TcdB GH inh: -0.2	CCHF vOTU inh: -18	BH1578 lux ind: 0.8	MazEF act: x	Rv3671c inh: -11	VHR inh abs: 16	PriA SSB inh: x	SARS 3CLpro inh: -8	Y pestis TopoI: -12	PrPC surface inh: 4
10. O=C(NCC1OCCc2ccccc21)c1ccc(NC(=O)c2ccccc2Cl)cc1 (stereo not given)
  TcdB GH inh: x	CCHF vOTU inh: -11	BH1578 lux ind: -0.6	MazEF act: -1	Rv3671c inh: -32	VHR inh abs: -38	PriA SSB inh: -6	SARS 3CLpro inh: 4	Y pestis TopoI: 10	PrPC surface inh: -13
11. O=C(NCc1ccccn1)c1c(-c2ccccc2)sc2ccccc12
  TcdB GH inh: 1.7	CCHF vOTU inh: 3	BH1578 lux ind: 0.8	MazEF act: 5	Rv3671c inh: -9	VHR inh abs: x	PriA SSB inh: 0	SARS 3CLpro inh: x	Y pestis TopoI: 32	PrPC surface inh: -22
12. CCOC(=O)c1cc(C)sc1/N=C/C1C(=O)CC(C)(C)CC1=O
  TcdB GH inh: 0.2	CCHF vOTU inh: -16	BH1578 lux ind: -0.7	MazEF act: -6	Rv3671c inh: 2	VHR inh abs: -4	PriA SSB inh: x	SARS 3CLpro inh: -2	Y pestis TopoI: 2	PrPC surface inh: 12

Other results follow.
The line under a structure holds: TcdB GH inh	CCHF vOTU inh	BH1578 lux ind	MazEF act	Rv3671c inh	VHR inh abs	PriA SSB inh	SARS 3CLpro inh	Y pestis TopoI	PrPC surface inh
#16 Cc1[nH]n(-c2ccc([N+](=O)[O-])cc2)c(=O)c1C=NCCN1CCN(C(=O)c2ccccc2F)CC1
  x	8	3.8	4	-9	2	-14	2	1	-13
#17 CN1CCN(c2nc3ccccn3c(=O)c2C=C(C#N)C#N)CC1
  0.6	-6	-6.7	1	4	x	-13	-6	0	-12
#18 CN(C(=O)/C=C/c1ccccc1)C1CCS(=O)(=O)C1 (stereo not given)
  1.3	0	-0.6	1	-4	-8	1&-11	3	-9	-3
#19 Cc1occc1C(=O)NCc1ccccn1
  x	-9	-0.3	0	3	-1	-8	-1	6	3
#20 CN1CCc2c(C#N)c(Cl)nc(Cl)c2C1
  0.8	-38	x	3	3	30	-3	-9	3	-7
#21 Cc1[nH]n(C(N)=S)c(=O)c1N=Nc1ccc(S(=O)(=O)N2CCCC2)cc1
  x	18	-0.3	7	11	13	-10	2	6	-12
#22 N#CCC(=O)Nc1ccc(C(=O)OCC(=O)NC2CCCCCC2)cc1
  0.8	7	i	3	-66	x	-5	x	-3	1
#23 O=C(c1cccs1)N1CCCC(c2nc3c(nnn3Cc3cccc(Cl)c3)c(=O)[nH]2)C1 (stereo not given)
  0.1	4	0.2	7	5	21	-5	0	29	6
#24 COc1ccccc1C1C(C#N)=C(N)N(N(C)C)C2=C1C(=O)CC(C)(C)C2 (stereo not given)
  -4.5	-11	i	-1	-6	14	-3	-3	3	-7
#25 CCOC(=O)c1sc(NC(=O)C(CC)OC(=O)c2ccco2)nc1C (stereo not given)
  3.0	22	-0.3	-17	6	20	6	-2	-2	4
#26 O=C(CNc1ccccc1)Nc1ccc(F)cc1
  x	2	i	2	-2	-19	-13	2	-5	7
#27 CN(C)/N=C/c1ccc(/C=N/NC(N)=S)o1
  0.1	-8	-3.1	10	3	22	x	2	-1	-8
#28 COc1cccc(C2=NOC(C(=O)Nc3cc(C)on3)C2)c1OC (stereo not given)
  1.3	-4	-0.4	3	8	0	-3	-4	-8	0
#29 COc1cc(OC)c(C2=NOC(C(=O)NCc3ccc4c(c3)OCO4)C2)cc1Cl (stereo not given)
  x	18	i	7	-8	0	4	-2	10	-3
#30 CC1(C)C(=O)Nc2ccccc2N1C(=O)COc1cc(Cl)ccc1Cl
  0.4	4	4.0	-4	-3	x	0	x	5	12
#31 CC(C)OC(=O)CSc1nc2ccccc2s1
  x	5	i	0	-1	4	-14	-1	0	-8
#32 CC1CN(CC(=O)Nc2ccccc2Sc2ccccc2)CC(C)O1 (stereo not given)
  x	25	-0.6	-4	-6	-4	-31	2	26	13
#33 Cc1ccc(NC(=O)c2ccc(OC(=O)COc3ccc(Cl)c(C)c3)cc2)cc1
  x	5	-0.3	-9	-6	-6	-9	1	2	1
#34 COc1ccc2cc(C#N)c(N3CCN(Cc4nnnn4CCC(C)C)CC3)nc2c1
  0.6	6	i	0	0	13	-9	0	11	7
#35 Cc1ccc(S(=O)(=O)Nc2ccccc2N=Cc2ccc([N+](=O)[O-])cc2[N+](=O)[O-])cc1
  1.1	5	i	9	x	x	6	x	-20	-19
#36 COc1ccc(C(=O)NCc2nnc(SCC(=O)NC3CCCCC3)n2C)cc1
  -0.9	-9	-0.2	-12	-3	14	-1	-9	7	3
#37 CCOc1cc(CN2CCN(c3cccc(C(F)(F)F)c3)CC2)ccc1O
  x	5	-6.2	-2	-2	5	11	-8	11	1
#38 Cc1cccc(-n2nc3c(c2NC(=O)c2cc4ccccc4o2)CS(=O)(=O)C3)c1
  -0.4	8	1.7	-3	2	10	14&12	3	5	6
#39 Cc1ccc(N2CC(C(=O)Nc3ccc(S(=O)(=O)NCC4CCCO4)cc3)CC2=O)cc1 (stereo not given)
  -0.3	5	0.7	2	-9	34	2	3	14	0
#40 Cc1ccc2oc(-c3ccccc3)nc2c1
  x	0	-12	-7	-3	13	-21	2	-3	4
#41 C=CCN1C(=O)/C(=C/c2ccc(Br)s2)C(=O)NC1=S
  -2.1	2	-0.4	72*	-26	18	-19	1	-2	-5
#42 CCN1CCN(CCCNC(=O)c2cc3c(s2)-c2ccccc2OC3)CC1
  -0.4	-392	-0.2	14	2	18	-13	-6	2	-11
#43 CCCOc1ccccc1C1CC(=O)Nc2cc3c(cc21)OCO3 (stereo not given)
  x	6	i	4	6	10	2	7	35	18
#44 CCOC(=O)c1ccc(NC(=O)COc2coc(CN3CCc4ccccc43)cc2=O)cc1
  -2.0	3	i	-3	3	x	-7	x	8	8
#45 COCCNC(=O)C1CC(c2cccc(OC)c2)=NO1 (stereo not given)
  0.8	x	i	1	-1	7	-1	2	4	x
#46 CCN1C(=S)N[C@@H](CCc2ccccc2)[C@H](C(=O)OC)[C@H]1C
  1.0	12	i	1	4	20	4	-7	-3	4
#47 CCOC(=O)Cn1nc(C)c(NC(=O)COc2ccc([N+](=O)[O-])c(C)c2)c1C
  2.7	-9	i	6	-6	29	8	2	-1	-1
#48 COc1ccc(CCC(=O)NCCc2ccc(OC)c(OC)c2)cc1
  1.0	-9	1.2	13	4	17	0	-2	-2	5
#49 Cc1ccccc1C(=O)N1CCC(C(=O)NCc2ccc(Cl)cc2)CC1
  0.6	-4	i	1	5	6	-23	7	14	0
#50 CC1(C(=O)NS(=O)(=O)c2cccc(OC(F)F)c2)CCN1C(=O)Cc1ccsc1 (stereo not given)
  -0.5	-1	-0.4	x	x	x	x	x	11	2
#51 CCN(CC)Cc1c(C(=O)N/N=C/c2ccco2)nnn1-c1nonc1N
  -1.8	15	i	-2	x	16	x	-8	8	0
#52 O=C(OCc1nc2ccc(Cl)cc2n1CCO)c1ccccc1C(=O)c1ccccc1
  3.6	-11	-0.3	1	-13	-10	-6	1	13	5
#53 Cn1cccc1Cc1nnc(SCC(=O)Nc2ccccc2F)n1-c1ccc(F)cc1
  1.2	7	i	14	5	21	3	-1	8	-2
#54 O=C(Nc1ccccc1OC(F)F)c1ccc(F)cc1
  x	1	-0.9	-7	3	-8	-14	1	-8	0
#55 CC(=O)NNc1ncnc2ccccc12
  -4.5	13	0.4	-4	-5	23	-7	1	-3	3
#56 CN1CCN(C(=O)/C(=C/c2cccs2)NC(=O)c2cccs2)CC1
  x	-2	-0.2	-4	-1	13	-14	5	-9	-12
#57 C=CCn1c(C)cc(/C([O-])=C(/C(=S)Nc2ccc(OC(F)F)cc2)[n+]2ccc(N(C)C)cc2)c1C
  1.7	4	-0.2	14	-6	25	x	4	-7	-4
#58 COc1ccc(Cl)cc1NC(=S)NNC(=O)c1cccnc1
  -1.7	-1	-0.3	-3	0	7	-7	3	-5	1
